LDHA inh – qHTS assay for inhibitors of human lactate dehydrogenase; 0.15% of 480,000 active; purified LDHA, NADH/diaphorase-resazurin fluorescence; hits give low values; L-lactate dehydrogenase A chain (Homo sapiens), P00338; activity change, % (values are at about 110 or 230 µM); in the data active means activity change below about -30%; inconclusive means mostly about -25% to -30%;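 further: plate controls were DMSO wells for no effect and wells without enzyme for full effect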
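Enzyme activity of human lactate dehydrogenase 5 (2 nM; 0.06 mM NADH, 0.2 mM pyruvate, 5 min, RT) is measured via a resazurin/diaphorase fluorescence readout of residual NADH.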
* = called active by the depositor; u = inconclusive. This is a subset, so the mix of outcomes need not match the whole.

SMILES | LDHA inh
N#C/C(=C/c1cccc(O)c1)c1ccc(C(F)(F)F)cn1 | -5
N#C/C(=C/c1ccc(OC(F)F)cc1)C(=O)c1c[nH]c2cc(F)ccc12 | -7
C#CC1(O)CC(C)N(C)CC1C (centres undefined) | 4
CCCNc1c(NC(=O)Nc2ccc(C)c(Cl)c2)c(=O)oc2ccccc12 | -16
Cc1cc2nc(/C(C#N)=C/c3ccc(F)c(Br)c3)[nH]c2cc1C | 2
Cc1cc(C)cc(NC(=S)NCC(C)(C)N2CCOCC2)c1 | -1
CCOc1ccc(C(=O)OCc2c(Cl)cccc2Cl)cc1OC | -4
CCCCSc1nc2c(c(=O)n(C)c(=O)n2C)n1Cc1ccc(Br)cc1 | -3
Clc1cccc(COc2cccc(-n3cnnn3)c2)c1 | 9
CCc1ccccc1OC(C(=O)O)c1ccccc1 (centres undefined) | -23
Cc1cc(C(F)F)nn1Cc1nc2c3c4c(sc3ncn2n1)CC(C(C)(C)C)CC4 (centres undefined) | 1
COc1ccc(OC)c(C(=O)/C=C/c2cccs2)c1 | 10
Cc1cccc(Cn2c(SCC(O)CO)nc3c2c(=O)[nH]c(=O)n3C)c1 (centres undefined) | 1
COc1ccc(OC)c(NC(=O)C(C)OC(=O)c2cccnc2)c1 (centres undefined) | -4
Cc1nc(SC(C)c2ccc(F)c(Cl)c2)sc1CC(N)=O (centres undefined) | -2
O=C(O)CN1CCC(CO)CC1 | -4
O=C1CSc2ccc(C(=O)Nc3cccc(C(=O)NC4CC4)c3)cc2N1 | 5
Cc1c(-c2ccccc2)c(=O)oc2ccc(OS(=O)(=O)c3ccccc3)cc12 | 2
Cc1cccc(C(=O)NCCS(=O)(=O)Cc2ccccc2)c1 | 0
C/C(=N\NC(=O)c1cccs1)c1ccc(-c2ccccc2)cc1 | 10
O=C(NC(Nc1cccc(C(F)(F)F)c1)C(=O)c1ccccc1)c1ccc(Cl)cc1 (centres undefined) | 9
Cc1cccc(NC(=O)C2CCCC2)c1C | -1
CCC1CSC(Nc2ccc(C)cc2)=N1 (centres undefined) | -5
COc1ccccc1NC(=O)Nc1nc(CC(=O)NCC2CCCCC2)cs1 | -3
CN(Cc1cccc(Cl)c1Cl)C(=O)c1ccc(NS(C)(=O)=O)cc1 | -1
COC(=O)c1sc(NC(=O)COc2ccc(C)cc2C)nc1C | 4
Cc1c(Cl)cccc1N(CC(=O)Nc1c(C)n(C)n(-c2ccccc2)c1=O)S(C)(=O)=O | 4
CC(=O)Nc1ccc(-c2csc(NC3CC3)n2)c(F)c1 | -7
COc1ccc(C2Nc3ccccc3C(=O)N2Cc2ccccc2C(F)(F)F)cc1COc1ccc(NC(C)=O)cc1 (centres undefined) | 9
C=CCNC(=S)Nc1cccc(Cl)c1 | -7
CC(C)c1ccc(NC(=O)c2ccc[n+]([O-])c2)cc1 | 8
CCN(CC(=O)N1c2ccccc2OCC1c1ccccc1)Cc1nc2cc(Cl)ccc2c(=O)[nH]1 (centres undefined) | 4
CCOC(=O)N1CCc2c(sc3c2C(=O)NC(c2cccc4ccccc24)N3)C1 (centres undefined) | 2
CC(C1CC1)n1nccc1NC(=O)c1nn(C)c(=O)c2ccccc12 (centres undefined) | 2
Cc1ccc(-c2cnc(CCC(=O)N(C)Cc3ccc(C)o3)o2)cc1 | 3
CCOc1ccccc1NC(=O)c1cc2cc(OC)ccc2oc1=O | 3
Cc1ccc(C(=O)/C=C/c2ccc3ccccc3c2)o1 | 12
Nc1nccnc1C(=O)Nc1ccc(Nc2ccccc2)cc1 | -6
CCc1ccc(C(=O)/C=C/c2ccc(O)cc2)cc1 | 6
Cc1ccc2nc(-c3ccccc3)c(C)c(C(=O)O)c2c1 | 19
CS(=O)C1CCCCC1(O)CSc1nc(-c2cccs2)cc(-c2ccccc2)c1C#N (centres undefined) | 10
COC(=O)c1cnc(NC(=O)Cc2ccc(-c3ccccc3)cc2)s1 | -10
COc1ccc(S(=O)(=O)N(C)CC(=O)N2CCOCC2)cc1C | -10
COc1ccc(CN(Cc2cccc(C#N)c2)C2CC2)cc1 | -4
CC1(c2nnnn2-c2ccc3c(c2)OCCO3)CCC(=O)N1Cc1cccc(C(F)(F)F)c1 (centres undefined) | 9
COc1cccc(CNC(=O)[C@@H]2CCCN2C(=O)[C@H]2CCCCN2C(=O)c2cccc(OC)c2)c1 | -8
CC(C)C(=O)Nc1ccccc1C(C)C | -5
CC(=O)NC(NC(C)=O)C(Cl)(Cl)Cl | 0
Cc1cc(C)c2c(c1)C(=O)C(=O)N2CCOc1ccccc1 | 0
C=CCNC(=O)c1nc(-c2ccc3cc[nH]c3c2)no1 | 7
(list continues)
SMILES | LDHA inh
CCCOc1ccccc1CNC1CC1 | 1
Clc1ccc(-n2cc(-c3ccccc3)cc2-c2ccccc2)cc1 | -1
NC(=O)Cn1cnc2c(oc3nc(C4CCCCC4)c4c(c32)CCC4)c1=O | 2
CC(Oc1ccc(Cl)cc1Cl)C(=O)Nc1ccc2oc(-c3cccnc3)nc2c1 (centres undefined) | 10
CCCCOC(=O)c1ccc(NC(=O)c2cc(=O)c3cc(CC)ccc3o2)cc1 | 16
COc1nc2ccccc2nc1C(C#N)C(=O)NC1CCCCC1 (centres undefined) | 12
N#Cc1ccccc1COC(=O)c1ccc(N2CCOCC2)nc1 | -24
O=C(O)C1CCN(C(=O)Cn2ccc3ccc(Br)cc32)CC1 | 21
COc1ccc(-n2cnc3cc(C(=O)N4CCCCC4)ccc3c2=O)cc1Cl | 11
Cc1onc(-c2ccccc2)c1-c1nnc(CSc2nnnn2C2CCCC2)o1 | 10
CCCCC[C@@H]1CCCCC[C@@H](O)C[C@H](O)[C@H](O)/C=C/C(=O)O1 | -4
Cc1cn2c(=O)cc(CSc3ccccc3NC(=O)COc3ccccc3C)nc2s1 | -1
Cc1cccc(-c2nc3cc(NC(=O)c4cccs4)ccc3o2)c1 | 0
COc1ccc2c(C)c(CC(=O)NCc3ccccc3OC)c(=O)oc2c1 | 2
CN(Cc1ccc(-c2ccc(Cl)cc2)o1)C(=O)CSc1nnc(C2CC2)n1CCC(N)=O | -2
O=C(C(c1ccccc1)N1CCN(C2CCS(=O)(=O)C2)CC1)N1CCOCC1 (centres undefined) | -3
COc1ccc(NC(=O)c2nc3ccccc3nc2N2CCCCC2)cc1 | 2
O=C(c1ccc(OCc2cn3ccccc3n2)cc1)N1CCN(c2ncccn2)CC1 | -9
COCCOc1ccc(C(=O)/C=C/c2cc(OC)c(O)c(OC)c2)cc1 | 62
CCc1ccccc1Nc1nc(-c2c(C)nc3sccn23)cs1 | 23
O=C(Nc1ccc(I)cc1C(F)(F)F)c1ccc2ccccc2c1 | 1
Cc1ccccc1CSc1nnc(-c2c[nH]c3ccccc23)o1 | -2
Cc1nc(NC(=O)c2csc3ccccc23)sc1C(=O)N(C)C | -9
COc1ccc(-c2nc(CSCC(=O)NC3CCCCCC3)c(C)o2)cc1OC | 4
O=C(COc1cccc2ccccc12)Nc1nccs1 | 3
CC(C)Oc1ccc2c(=O)c(Oc3ccccc3)coc2c1 | 0
CN(C)c1ncccc1CNC(=O)c1ccc2c(c1)CCC(=O)N2 | -5
CC1=CCCC(C)(C)C1/C=C/C(C)=N\Nc1cc(C(F)(F)F)ccc1Cl (centres undefined) | 6
CCOC(=O)[C@]12CCCC=C1N(Cc1ccccc1)C(=O)[C@H](CC(=O)N1CCOCC1)C2 | 0
O=S(CCCOc1ccc(F)cc1)Cc1cccc(F)c1 (centres undefined) | -1
Cc1oc(-c2ccccc2)nc1CC(=O)Nc1ccc(S(=O)(=O)N(C)C(C)C)cc1 | -3
O=[N+]([O-])c1cc(S(=O)(=O)Nc2ccccc2)ccc1N/N=C/c1ccc(C(F)(F)F)cc1 | 8
Cc1ccc(-c2nc(CC(=O)N(C)CC(=O)Nc3ccc(F)cc3)cs2)c(C)c1 | 0
CC(C)Oc1ccc(C(=O)/C(=C\c2cccnc2)c2nc3ccccc3o2)cc1 | 4
CCCNC(=O)CCNC(=O)N1CCn2c1nc1ccccc12 | 7
Cc1[nH]n(-c2nc(-c3ccccc3)cs2)c(=O)c1CC(=O)Nc1cccc(Cl)c1 | -4
CC(C)C[C@H]1CNC(=O)C(=O)N1C[C@@H]1CCCN1C[C@H](CC(C)C)N1C[C@H](Cc2ccc(O)cc2)N(CCc2ccccc2)C(=O)C1=O | 2
O=C(CCC(=O)OCC(=O)c1cccc([N+](=O)[O-])c1)Nc1cc(C(F)(F)F)ccc1Cl | -5
CCCCc1c(-c2ccccc2OC)ncn1C1CCCC1 | 5
O=C(/C=C/c1ccc(-c2ccc(Cl)cc2Cl)o1)c1ccc(Br)cc1 | 1

An excerpt from above in order of length of the SMILES, low to high.
SMILES | LDHA inh
O=C(COc1cccc2ccccc12)Nc1nccs1 | 3
CCCCc1c(-c2ccccc2OC)ncn1C1CCCC1 | 5
O=S(CCCOc1ccc(F)cc1)Cc1cccc(F)c1 (centres undefined) | -1
CCCNC(=O)CCNC(=O)N1CCn2c1nc1ccccc12 | 7
CCc1ccccc1Nc1nc(-c2c(C)nc3sccn23)cs1 | 23
Cc1ccccc1CSc1nnc(-c2c[nH]c3ccccc23)o1 | -2
Cc1nc(NC(=O)c2csc3ccccc23)sc1C(=O)N(C)C | -9
CN(C)c1ncccc1CNC(=O)c1ccc2c(c1)CCC(=O)N2 | -5
COc1ccc(-c2nc(CSCC(=O)NC3CCCCCC3)c(C)o2)cc1OC | 4
O=C(/C=C/c1ccc(-c2ccc(Cl)cc2Cl)o1)c1ccc(Br)cc1 | 1
CC1=CCCC(C)(C)C1/C=C/C(C)=N\Nc1cc(C(F)(F)F)ccc1Cl (centres undefined) | 6
Cc1ccc(-c2nc(CC(=O)N(C)CC(=O)Nc3ccc(F)cc3)cs2)c(C)c1 | 0
Cc1oc(-c2ccccc2)nc1CC(=O)Nc1ccc(S(=O)(=O)N(C)C(C)C)cc1 | -3
Cc1[nH]n(-c2nc(-c3ccccc3)cs2)c(=O)c1CC(=O)Nc1cccc(Cl)c1 | -4
CCOC(=O)[C@]12CCCC=C1N(Cc1ccccc1)C(=O)[C@H](CC(=O)N1CCOCC1)C2 | 0
O=C(CCC(=O)OCC(=O)c1cccc([N+](=O)[O-])c1)Nc1cc(C(F)(F)F)ccc1Cl | -5
O=[N+]([O-])c1cc(S(=O)(=O)Nc2ccccc2)ccc1N/N=C/c1ccc(C(F)(F)F)cc1 | 8
CC(C)C[C@H]1CNC(=O)C(=O)N1C[C@@H]1CCCN1C[C@H](CC(C)C)N1C[C@H](Cc2ccc(O)cc2)N(CCc2ccccc2)C(=O)C1=O | 2

(further entries)
SMILES | LDHA inh
CCOc1ccccc1N1CCN(c2nc(-c3cccnc3)nc3ccccc23)CC1 | 6
CC(C)NC(=S)N/N=C/C1CCCCC1 | 0
Brc1cccc(CNCc2cccnc2-n2cccn2)c1 | 0
Nc1sccc1C(=O)NCc1ccncc1 | 21
Cc1oc(-c2ccccc2)nc1C(=O)Nc1ccccn1 | 1
CC(C(=O)NC1CCCC1)N1CCN(Cc2ccc(C(F)(F)F)cc2)CC1 (centres undefined) | 2
Fc1ccc(CNC(=S)Nc2ccc3ccccc3c2)cc1 | 2
Cc1cccc(S(=O)(=O)N2CCN(c3ccc(N4CCCCC4)nn3)CC2)c1 | 7
CN(Cc1ccccc1)C(=O)Nc1ccc2oc(C3CC3)nc2c1 | -5
O=S(=O)(Cc1ccccc1F)CC1COc2ccccc2O1 (centres undefined) | -4
Cc1c(NCc2nc(-c3cccs3)no2)cccc1-n1cnnn1 | 0
N#Cc1ccc2cc[nH]c2c1 | 8
Cc1cc(C)c2[nH]c(-c3ccccc3)c(-c3ccccc3)c2c1 | 0
Cc1cc(OC(=O)c2cccs2)cc(OC(=O)c2cccs2)c1 | -1
CC(C)CN1CCC(NC(=O)Cc2cc(Cl)c3c(c2)OCCO3)CC1 | -8
Cc1cccc(OC(C)c2nc(-c3ccc(Br)cc3)no2)c1 (centres undefined) | 0
CCOc1ccc(-c2nc(CN3CCCC(O)C3)cs2)cc1OC (centres undefined) | 8
O=C(Oc1cccc2ccccc12)c1ccc(-c2ccccc2)cc1 | -24
COCCn1cnc2c1c(=O)n(Cc1cccc3ccccc13)c(=O)n2Cc1ccccc1 | 5
Cc1ccc2oc(=O)c(S(=O)(=O)N3CCN(C)CC3)cc2c1 | -5
CC(C)c1ccc(NC(=O)C2CCCN(c3cnc4ccccc4n3)C2)cc1 (centres undefined) | 2
CC(C)Oc1ccc(NC(=O)CCc2c[nH]c3ccccc23)cc1 | 12
Cc1cccc(C)c1NC(=O)CSc1nc(CN(C)C)nc2ccccc12 | 0
O=C(Nc1ccc2ccccc2c1)Nc1nnc(-c2ccc(Cl)cc2)s1 | 0
C[N+]1(C)CC2CCC(Cl)=C(Cl)C2C1 (centres undefined) | -3
Cc1nn(CN2CCN(S(=O)(=O)c3ccc(Cl)cc3)CC2)c(=O)c2ccccc12 | -3
Cc1ccc(NC(=O)CCc2ncc(-c3ccccc3F)o2)cc1 | 11
CCC(C)Cc1c(C)sc2nc(CNc3ccc(NC(C)=O)c(Cl)c3)[nH]c(=O)c12 (centres undefined) | 2
CC(=O)c1cccc(NC(=O)C(c2ccccc2)n2cnc3c2c(=O)n(C)c(=O)n3C)c1 (centres undefined) | -12
O=C(CSc1nc2ccccc2nc1N1CCCCC1)Nc1cccc(Br)c1 | 10
COc1ccc(/C=C(/C#N)c2ccc(C(F)(F)F)cn2)cc1OC | 5
Cc1ccc(NS(=O)(=O)c2ccc(CCC(=O)O)cc2)cc1S(=O)(=O)N1CCCCC1 | 7
CCN(Cc1ccc(OC)cc1)Cc1cc(=O)oc2ccc(C)cc12 | u
CC(C)Cn1nnnc1SCC(=O)N(Cc1cccs1)c1ccc2c(c1)OCCO2 | 4
COc1cccc(C2c3c(ncn(-c4ccccc4C)c3=N)Oc3ccc4ccccc4c32)c1 (centres undefined) | 7
CCCCOc1ccc(CNC(=O)c2ncoc2-c2cccs2)cc1 | -8

From PubChem
